FXIIa inh 1536: blocks human coagulation factor XIIa protease activity | purified FXIIa, Boc-QGR-AMC fluorogenic substrate, 2 h | inhibition, % at 5 µM | 220,000 tested, 0.3% active; in the data active means inhibition above about 40%;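 further: 0% = enzyme with no compound and 100% = blank without enzyme; many of its hits are not listed in these tables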
PPC-1+TRAIL kill: PPC-1 cancer cell killing with TRAIL present | 220,000 tested, 0.41% active | cell killing (% activity), % at 4 µM | PPC-1 cells + TRAIL, ATPLite viability luminescence;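 active means cell killing above 50% in the first pass at 4 µM, then a duplicate retest at 5 µM averaging 50% or more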;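 further: plate controls were cells with TRAIL plus DMSO for no effect and medium-only wells lacking cells for full effect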
EP2 antag: inhibitors of human EP2 prostaglandin E2 receptor; P43116; C6 glioma cells expressing human EP2, cAMP TR-FRET; cells stimulated with saturating PGE2; inhibition, % at 25 µM; 260,000 tested, 0.52% active;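 active means percent inhibition above 40 after rounding to a whole number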;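 further: rat C6 glioma host cells with rolipram phosphodiesterase inhibitor present; the protocol text gives 20 µM as final concentration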
Target sequence (P43116 whole entry, looked up): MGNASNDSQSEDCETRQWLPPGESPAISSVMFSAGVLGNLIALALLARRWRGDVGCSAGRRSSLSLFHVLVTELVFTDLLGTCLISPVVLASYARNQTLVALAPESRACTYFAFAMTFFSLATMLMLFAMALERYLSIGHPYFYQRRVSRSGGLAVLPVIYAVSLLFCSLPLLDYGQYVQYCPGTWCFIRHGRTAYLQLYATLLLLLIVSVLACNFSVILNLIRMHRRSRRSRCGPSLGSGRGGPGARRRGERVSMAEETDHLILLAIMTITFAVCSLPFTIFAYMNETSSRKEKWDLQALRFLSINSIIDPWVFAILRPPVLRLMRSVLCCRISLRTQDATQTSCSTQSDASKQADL
FXIa inh 1536: blocks human coagulation factor XIa protease activity. 220,000 tested, 0.14% active. purified FXIa, Boc-Glu-Ala-Arg-AMC fluorogenic substrate. AID 798. inhibition, % at 5 µM. P03951;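 active means inhibition of at least 40%; inactive means inhibition below 40%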;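 further: fluorescence of freed AMC excited at 355 nm; 0% = enzyme without compound and 100% = no enzyme blank; many of its hits are not listed in these tables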
TbHK1 inh: T. brucei hexokinase 1 inhibition; recombinant TbHK1, G6PDH-coupled NADH A340; inhibition, % at 10 µM; 220,000 tested, 0.11% active; AID 1430;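 active means inhibition of 50% or more in the single-dose primary screen; inactive means inhibition below 50%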
CHOP inh: CHOP inhibition in unfolded protein response; CHO-K1 CHOP-promoter luciferase, tunicamycin-induced, 15-18 h; inhibition, % at 10 µM; 220,000 tested, 3.8% active;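 active means compounds that reduced the stress-induced luciferase reporter signal by more than about 70% of percent inhibition, limit read from the data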;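 further: 0% = tunicamycin plus vehicle and 100% = wells without tunicamycin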
L929 necroptosis: blocks zVAD induced death of L929 cells; L929 zVAD necroptosis rescue, ATP luminescence, 24 h; with zVAD 60 µM; viability rescue, % at 10 µM; 220,000 tested, 0.38% active; AID 1377;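 active means activation, scaled between plate controls, above about 75%, limit read from the data; inactive means activation under that limit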;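 further: 0% = zVAD with DMSO and 100% = DMSO alone without zVAD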
TNF necrop inh: inhibitors of TNF-alpha induced necroptosis in Jurkat FADD-/- cells; Jurkat FADD-/- TNF necroptosis rescue, ATP luminescence, 24 h; 0 = TNF only, 100 = no-TNF cells; activation (protection from cell death), % at 10 µM; 220,000 tested, 0.068% active; AID 463075;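 active means activation, meaning protection from cell death, of at least 50% relative to plate controls; inactive means activation below 50%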;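 further: necroptosis triggered by 40 ng/mL TNF-alpha added together with compound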
Wee1 stabilizer: inhibitors of human Wee1 degradation | P30291 | HeLa Luc-Wee1K328M stability, luciferase luminescence; 100% = proteasome inhibitor MG132 effect | reporter increase, % at 5 µM | 220,000 tested, 1.2% active | AID 1321;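 active means activation above the mean of all tested compounds plus 3 SD, set per screening run, cut at about 8.8% in these data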;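 further: cells exposed to compound for 20 h before luminescence read; 0% = DMSO alone and 100% = MG132 at 30 µM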
Target sequence (P30291 whole entry K328M): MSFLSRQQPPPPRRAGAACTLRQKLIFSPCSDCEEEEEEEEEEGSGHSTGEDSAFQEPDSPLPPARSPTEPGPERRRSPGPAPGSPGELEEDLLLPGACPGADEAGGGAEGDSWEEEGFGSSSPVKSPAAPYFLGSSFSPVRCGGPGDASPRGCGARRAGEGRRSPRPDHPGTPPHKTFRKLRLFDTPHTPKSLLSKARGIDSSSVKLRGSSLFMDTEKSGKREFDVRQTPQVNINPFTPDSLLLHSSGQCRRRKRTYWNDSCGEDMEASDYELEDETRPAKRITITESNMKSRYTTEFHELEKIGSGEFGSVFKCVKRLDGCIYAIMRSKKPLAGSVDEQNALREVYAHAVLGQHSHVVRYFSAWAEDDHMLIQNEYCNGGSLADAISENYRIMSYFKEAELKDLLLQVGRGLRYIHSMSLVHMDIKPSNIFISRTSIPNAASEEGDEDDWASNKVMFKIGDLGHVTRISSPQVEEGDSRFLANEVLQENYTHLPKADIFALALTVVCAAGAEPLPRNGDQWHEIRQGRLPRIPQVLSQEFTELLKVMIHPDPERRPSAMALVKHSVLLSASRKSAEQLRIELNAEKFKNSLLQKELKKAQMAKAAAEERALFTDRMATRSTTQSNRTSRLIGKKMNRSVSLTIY
The depositor's hits bear a star; . = not tested or not shown; & = joins results of further samples.

SMILES	FXIIa inh 1536	PPC-1+TRAIL kill	EP2 antag	FXIa inh 1536	TbHK1 inh	CHOP inh	L929 necroptosis	TNF necrop inh	Wee1 stabilizer
O=C(N/N=C/c1ccccn1)c1cccc(S(=O)(=O)Nc2ccccc2Cl)c1	16	-6	0	1	-5	22	1.0	0.1	-2
Cc1ccc2nc(SCC(=O)Nc3cc(C)on3)[nH]c2c1	9	29	9	-4	1	2	-0.5	1.0	1
CC(CCc1ccccc1)NC(=O)CN1CCSc2ccccc21 (stereo unspecified)	7	14	2	0	-5	0	-0.3	0.2	-2
C=CCNC(=O)c1ccccc1NS(=O)(=O)c1ccccc1	9	43	7	3	-5	0	-0.1	0.1	-2
CC(C)CNc1c(N)n(CC(C)C)c(=O)[nH]c1=O	8	7	-1	1	5	11	-0.5	0.0	-2
Cc1ccnc(NS(=O)(=O)c2ccc3c(c2)CCO3)c1	10	-22	9	0	-14	9	-0.5	2.1	1
COC(=O)[C@H](Cc1ccccc1)NC(=O)O[C@@H]1C(=O)c2cc(OC)ccc2O[C@H]1c1ccc(OC)c(Br)c1	26	0	.	18	-4	16	5.2	-0.7	1
CC(C)Nc1nc(C#N)nc(NC(C)C)n1	6	15	11&8	2	-2	-5	-0.6	-8.0	-2
Cc1ccsc1/C=N/NC(=O)C(N)=O	5	7	9	-2	-41	-22	1.4	-0.6	1
O=C1c2ccc3c4c(ccc(c24)C(=O)N1c1cccc(O)c1)C(=O)N(c1cccc(O)c1)C3=O	11	16	15	-2	-9	101*	7.0	1.6	-4
COCCn1nnnc1SCC(=O)c1ccccc1	3	10	8	-9	-2	28	1.6	3.1	0
OCCC1CN(Cc2cn[nH]c2C2CCCCC2)CCN1Cc1ccccc1 (stereo unspecified)	6	9	4	4	-2	21	1.2	1.1	1
CCCSc1nc2c(cnn2-c2ccc(C)cc2)c(=O)[nH]1	14	19	11	2	-8	62	2.5	-0.7	-2
S=c1[nH]nc(-c2ccco2)n1/N=C/c1ccc(Br)s1	16	6	9	-5	-13	20	1.2	-3.4	-1
CC1(C)CC(=O)C2=C(C1)OC1=C(C(=O)CC(C)(C)C1)C2c1cc([N+](=O)[O-])cc([N+](=O)[O-])c1O	5	16	6	-4	-11	-30	2.9	1.1	-4
N#Cc1c(-c2ccccc2)nc(SCc2nc(N)nc(N3CCCCC3)n2)[nH]c1=O	-6	1	32	-7	10	17	0.5	-1.2	1
O=C(NCc1cn2ccsc2n1)c1cccc(C(F)(F)F)c1	15	2	17	3	2	32	0.1	-1.8	4
CN(C)C(=O)c1ccc2c(c1[N+](=O)[O-])C(=O)c1ccccc1C2=O	15	12	7	7	0	-4	0.6	-2.1	3
CC(C)(C)c1cc(Cc2ccccc2)[nH]n1	11	34	4	-3	8	11	0.2	0.6	-3
O=C1C(O)CC2c3ccccc3CC3(CCCC3)N12 (stereo unspecified)	13	17	10	5	-2	6	0.5	0.6	0
CCc1ccc2nc(Nc3ncc(C(C)=O)c(C)n3)nc(C)c2c1	6	14	4	2	-34	1	-0.1	-3.3	2
CC1(C)Cc2c(c(N3CCOCC3)nc3sc4c(NCCN5CCOCC5)nnnc4c23)CS1	5	15	13	-11	-42	-3	-0.3	-6.3	0
COC(=O)c1ccc(COn2c(=O)c(C)[n+]([O-])c3ccccc32)cc1	6	-30	6	-2	-15	21	-0.2	-0.1	-3
O=c1[nH]c2cc3c(cc2cc1C(c1nnnn1C1CCCC1)N1CCSCC1)OCCO3 (stereo unspecified)	-16	1	.	-14	-16	35	-0.1	-3.7	-2
COC(=O)c1cc(C(=O)OC)n(Cc2ccc(F)cc2)c1C	11	2	3	-1	2	-18	0.2	2.7	-1
CC1=NN(C(=O)COc2ccccc2)C(O)(c2ccccc2)C1 (stereo unspecified)	8	-5	10	4	17	8	0.3	2.6	-3
Cc1ccc(S(=O)(=O)N2CCN(S(=O)(=O)N3CCCCC3)CC2)c(C)c1	-1	19	8	4	1	53	0.0	-0.3	1
O=C(CCC(=O)Nc1ccccc1)N/N=C/c1ccco1	11	.	7	3	-1	25	0.2	-3.0	-1
O=C(/N=C1/c2ccccc2CN1c1ccccc1)Nc1ccccc1	1	15	8	4	-1	11	0.7	1.4	-5
COc1ccccc1C(=O)NCC(=O)OCC(=O)c1ccc2c(c1)-c1ccccc1C2	9	0	10	3	-9	21	1.6	1.2	0
COc1ccc(-c2c(C)nn(-c3ccccc3)c2N)cc1OC	9	15	6	4	0	-2	1.4	-1.5	-1
CC(=O)NCCNC(=O)c1ccc(-n2c(C)ccc2C)cc1	11	2	5	-2	-5	1	0.3	-1.8	-1
COc1ccc(S(=O)(=O)Nc2ccc(NC(C)=O)cc2)cc1Cl	4	22	8	-2	7	2	-0.2	0.5	-3
CSc1ccc(S(=O)(=O)NCc2ccc(Cl)cc2Cl)cc1	-3	-5	5	-5	15	89*	0.5	-0.9	1
CCc1ccccc1NC(=O)c1cc2ncc(Br)cn2n1	5	13	12	-3	13	-7	0.3	-0.1	-1
CCOc1cc(NC(=S)NCCCN2CCOCC2)c(OCC)cc1NC(=O)c1ccccc1	12	-11	5	1	-18	3	-0.3	-0.1	1

Next part, starting with the last 5 of the part before.
SMILES	FXIIa inh 1536	PPC-1+TRAIL kill	EP2 antag	FXIa inh 1536	TbHK1 inh	CHOP inh	L929 necroptosis	TNF necrop inh	Wee1 stabilizer
CC(=O)NCCNC(=O)c1ccc(-n2c(C)ccc2C)cc1	11	2	5	-2	-5	1	0.3	-1.8	-1
COc1ccc(S(=O)(=O)Nc2ccc(NC(C)=O)cc2)cc1Cl	4	22	8	-2	7	2	-0.2	0.5	-3
CSc1ccc(S(=O)(=O)NCc2ccc(Cl)cc2Cl)cc1	-3	-5	5	-5	15	89*	0.5	-0.9	1
CCc1ccccc1NC(=O)c1cc2ncc(Br)cn2n1	5	13	12	-3	13	-7	0.3	-0.1	-1
CCOc1cc(NC(=S)NCCCN2CCOCC2)c(OCC)cc1NC(=O)c1ccccc1	12	-11	5	1	-18	3	-0.3	-0.1	1
CN(Cc1ccc(OC(F)F)cc1)C(=O)c1ccc2nccnc2c1	-1	10	8	-10	-8	-3	1.1	0.5	0
Cc1cc(C(=O)NN)c(C)o1	4	-3	7	5	0	15	2.4	0.3	0
CCOc1ccc2nc(N3CCC(C(=O)N4CCN(c5ncccn5)CC4)CC3)sc2c1	9	-4	12	3	-6	-13	0.2	3.8	.
COc1cccc(CNc2nc3nc(C)c(Cl)c(C)n3n2)c1	11	9	6	-2	-11	-12	1.2	1.5	0
N#Cc1cccc(NC(=O)COC(=O)c2ccc3c(=O)n4c(nc3c2)CCC4)c1	2	6	9	-6	-3	0	3.5	0.4	-2
COc1ccc(Cc2nnc(NC(=O)C3CCCO3)s2)cc1 (stereo unspecified)	9	34	8&6	-6	3	54	0.9	-2.9	1
COc1ccc2nc(SCC(=O)NCCc3ccccc3)[nH]c2c1	4	-9	9	-3	-9	16	0.3	0.6	-1
N#C/C(=C\c1cccs1)c1nc2ccccc2[nH]1	13	28	8	6	-9	-12	1.2	2.0	-1
CS(=O)(=O)N1CCC(C(=O)Nc2cc(C(F)(F)F)ccc2Cl)CC1	8	22	-4	-4	1	-10	0.1	1.4	2
Oc1ccc(/C=N/Nc2nc(-c3ccccc3F)nc3ccccc23)c(O)c1	7	28	9	1	-38	58	2.5	-23	4
COC(=O)c1ccc(N(CC(=O)NC2CCCC2)C(=O)CNC(=O)c2ccco2)cc1	15	26	13	4	0	-28	0.2	-2.2	5
CC(NC(=S)Nc1ccc(F)cc1)C(c1cccs1)N1CCOCC1 (stereo unspecified)	5	3	13	0	-9	14	-0.4	1.5	2
CC(=O)Nc1ccc(S(=O)(=O)NC(C)C(=O)OCC(=O)NC2CCCC2)cc1 (stereo unspecified)	7	9	5	1	-2	3	0.5	1.4	11*
O=c1[nH]cnc2c1N=C(c1cccc([N+](=O)[O-])c1)CC(c1ccccc1)N2 (stereo unspecified)	2	6	7	-3	-10	-2	-0.3	-1.4	4
Cc1ccc(Nc2nc(-c3ccc(O)cc3O)cs2)nc1	11	26	30	-2	-5	89*	16	-4.1	8
CCOC(=O)c1cc2sccc2n1CC(=O)N1CCCc2ccccc21	12	4	9&9	2	1	42	-0.2	-4.7	0
COc1cc(NC(=O)CN2C(=O)c3ccccc3C2=O)c(C(=O)O)cc1OC	10	7	11	6	-3	1	0.0	-0.3	0
O=C(OCc1ccccc1Cl)c1ccc(-n2cnnc2)cc1	23	19	7	16	-1	21	-0.1	-2.4	0
COC(C(=O)Nc1c(F)cccc1F)c1ccccc1 (stereo unspecified)	4	15	9	-4	-3	6	2.7	14	1
COc1cccc(-c2cc(C(F)(F)F)n3ncc(C(=O)N4CCc5ccccc5C4)c3n2)c1	5	11	1	2	-1	12	-1.0	1.9	0
COc1ccccc1NC(=O)COC(=O)c1ccc(S(=O)(=O)NCc2ccco2)cc1	5	2	7	-6	34	1	-0.5	2.2	-1
O=S(=O)(c1ccc(S(=O)(=O)N(Cc2ccco2)Cc2ccccc2Cl)cc1)N1CCCC1	38	22	5	17	5	-11	0.5	-1.0	27*
C=CCNC(=S)N1CCOCC1	7	13	4	0	-4	1	1.3	-1.2	0
O=C(N/N=C1\CCS(=O)(=O)c2ccc(F)cc21)c1ccc(O)cc1	-4	22	6	-4	-50	-2	0.3	1.0	-1
O=C(CSc1nnc(-c2ccccc2Cl)o1)Nc1ccc2c(c1)OCCO2	8	18	15	1	1	16	0.1	-1.5	3
O=C(NCCS(=O)(=O)c1ccc(Cl)cc1)c1ccc(F)cc1	3	0	3	-6	7	-3	0.1	0.6	-4
CC(C)N1C(=O)CCC1C(=O)NCCc1ccc(Cl)cc1 (stereo unspecified)	15	-4	6	4	3	-2	.	1.3	-2
O=C(CC1SCCNC1=O)Nc1ccccc1Cl (stereo unspecified)	3	-12	8	-3	-4	-25	4.2	0.1	-3
O=C(OCc1cc([N+](=O)[O-])cc2c1OCOC2)c1ccccn1	5	-14	6	-1	-14	5	1.5	-0.7	3
CSc1nc(-c2ccccc2)nc(NC(=O)c2ccccc2)c1C(C)=O	10	15	2	1	0	7	1.8	0.6	-2
O=C1CCCC2=C1C(c1ccco1)Nc1ccc(C(=O)c3ccccc3)cc1N2 (stereo unspecified)	19	-4	13	11	-52	0	1.0	-8.9	0
Cc1cccc(NC(=S)N(CCCN2CCOCC2)C(C)c2cc3ccccc3o2)c1C (stereo unspecified)	12	-6	9	1	-8	35	-0.2	-0.9	-2
CCN(CC)c1ccc(/C=N/N2CCOCC2)cc1	9	33	6	-3	-50	-8	0.1	-4.7	-1
S=C(NCc1ccncc1)Nc1ccc(Cl)cc1	13	16	2	13	13	-22	1.0	-0.4	0
CC1(C)N=C(N)N=C(N)N1c1ccccc1	19	14	13	5	1	-7	0.4	-19	-2
COc1ccccc1NC(=O)CCc1nc2ccccc2s1	9	-10	8	2	8	14	-1.1	0.1	-1
CCCS(=O)(=O)N1CCN(C2Cc3ccccc3C2)CC1	10	9	2	5	-4	-6	0.4	0.4	0
CCCCCOc1ccc(C2C(C(C)=O)=C(C)Nc3ncnn32)cc1OC (stereo unspecified)	-3	2	.	-5	-17	34	0.1	-2.5	-1
COC(=O)CNc1n[nH]c(=S)[nH]c1=O	7	-25	86*	-2	-19	6	-0.5	-2.4	-2
CCN1CCCC1CNC(=O)C1c2cc(OC)c(OC)cc2C(=O)N(C)C1c1cccnc1 (stereo unspecified)	1	2	9	-6	2	-2	0.7	-0.3	-1

From PubChem BioAssay

Only part of the results is shown; count on the stated rates, not on these rows.
